CCHFV vOTU inh – CCHFV vOTU protease inhibition; hit rate 0.55% among 370,000; Pep-AMC fluorescence; inhibition, % at 11.5 µM; in the data active = inhibition above about 30%; also: 0% = vehicle wells with enzyme and 100% = no enzyme wells
PrPC surface inh – reduces human prion protein on the cell surface. AID 720596. P04156. cell surface PrPC, TR-FRET read-out. inhibition, % at 13.8 µM. hit rate 0.43% among 370,000; in the data active = inhibition above about 24%; also: 0% = median of the test wells and 100% = reference compound wells
TcdB inh – inhibitors of Clostridioides difficile toxin B glycohydrolase | TcdB glycohydrolase enzymatic assay, plate reader | inhibition, % at 9.99 µM | P18177 | hit rate 0.24% among 350,000; in the data active = inhibition above about 10%
Starred values were filed as active, the others as inactive; & = joins results of further samples. These rows are one share of the data, so the mix of outcomes need not match the whole.

SMILES | CCHFV vOTU inh | PrPC surface inh | TcdB inh
O=C1N[C@@H](Cc2ccccc2)C(=O)N2[C@H]1CSCCS2(=O)=O | 3.6 | 5.5 | -3.9
O=C(NCc1ccncc1)[C@@H]1CCCN1C(=O)[C@H]1CCCN1C(=O)c1c(F)cccc1F | 1.8 | -3.8 | -0.3
Nc1ccn([C@@H]2O[C@H](C(=O)N[C@H]3CCCCNC3=O)[C@@H](O)[C@H]2O)c(=O)n1 | -11.9 | -12.2 | 1.1
O=S(=O)(c1ccccc1)N1CCC2CCNC2C1 (stereo unspecified) | 0.8 | 1.0 | 1.3
CC(C)C[C@H]1CN([C@@H](CC(C)C)CN2CCCC2CN2C(=S)NC[C@@H]2Cc2ccccc2)C(=S)N1CC1CCCCC1 (stereo partly specified) | 2.1 | -9.0 | 0.3
O=C(NCC[C@H]1CC[C@H](NS(=O)(=O)c2ccccc2F)[C@@H](CO)O1)c1ccc(F)cc1 | 2.6 | -9.8 | -3.1&1.2
O=C(NCC1CCN(C(=O)C(=O)c2cc3ccccc3o2)CC1)c1cccnc1 | 4.3 | -8.2 | 0.9
FC(F)(F)c1cc(Cc2nc3ccccc3n2C(CCc2ccccc2)c2nc3ccccc3[nH]2)cc(C(F)(F)F)c1 (stereo unspecified) | 0.5 | 2.7 | -0.4
[O-][n+]1ccccc1C(O)CSc1ccccc1 (stereo unspecified) | 1.3 | 0.0 | 0.7
CCC(=O)N1Cc2cc(C(=O)N(C)C)nc(-c3cccc(-c4cncnc4)c3)c2[C@@H]1CCO | 3.5 | 6.8 | 0.9
Cn1cc([C@]2(O)C(=O)Nc3ccccc32)c2ccccc21 | -3.8 | -2.5 | 1.5
CCN(C)C1CN(Cc2cn(Cc3ccc(F)cc3)nn2)S(=O)(=O)C1 (stereo unspecified) | -0.8 | -1.2 | 0.2
O=S(=O)(c1ccc(C(F)(F)F)cc1)N1CCCc2nc(-c3ccc(F)cc3)ccc21 | -6.6 | 4.2 | -1.4
c1ccc(CNc2c(C3CCNCC3)nc3scc(-c4ccccc4)n23)cc1 | 1.9 | -7.3 | 2.0
CC(=O)N1CCC(c2nc3ccccc3n2C(C)C(=O)NCc2ccccc2)CC1 (stereo unspecified) | 5.9 | 6.6 | 0.3
CSCCC(C(=O)NC1CCCC1)n1c(C2CC2)nc2ccccc21 (stereo unspecified) | -10.1 | -1.9 | 3.6
COc1ccc(C(=O)c2[nH]c(N)c(C(N)=O)c2-c2ccc(OC)c(OC)c2)cc1 | 11.0 | -0.8 | -0.4
COc1cccc(-c2csc(Nc3ccc(Oc4ccccc4)cc3)n2)c1 | 11.4 | 2.0 | 0.7
COC(=O)c1c(-c2ccc(OC)cc2)c2c(c3c4cc(OC)ccc4n(S(=O)(=O)c4ccc(F)cc4)c13)C(=O)N(C)C2 | -6.6 | 3.4 | 0.7
C=CCCC1CN(CC=C)S(=O)(=O)c2c(F)cccc2O1 (stereo unspecified) | -5.9 | 9.0 | 1.2
COC(=O)CC#C[C@H](C)[C@@H](NS(C)(=O)=O)C(C)(C)COCc1ccccc1 | 6.6 | -4.0 | 0.9
C=CCN=C1NC(c2cccc(Cl)c2)C(C(=O)OC)=C(C)N1Cc1ccc(C(F)(F)F)cc1 (stereo unspecified) | 11.7 | -8.6 | 3.7
COC(=O)[C@]12CCCCC=C1N(Cc1cccc3ccccc13)C(=O)[C@H](CC(=O)N1CCC(c3ccccc3)CC1)C2 | 8.1 | -0.5 | 0.4
COc1ccc2nc(C(c3ccc(C)cc3)n3c(-c4ccccc4Br)nc4ccccc43)[nH]c2c1 (stereo unspecified) | -31.4 | 3.1 | 1.3
COc1cc(N(C)C)ccc1[C@]1(O)C(=O)N(C)c2ccc(Br)cc21 | 10.5 | -0.3 | 0.5
The list goes on.
SMILES | CCHFV vOTU inh | PrPC surface inh | TcdB inh
O=S1(=O)CCC(N(N=Cc2ccco2)c2ccccc2)C1 (stereo unspecified) | 11.9 | 19.4 | 1.2
O=C(NCC1CCN(C(=O)C(=O)c2cc3ccccc3o2)CC1)c1ccncc1 | -5.1 | -4.9 | 0.8
COC(=O)C1=C(C)N(Cc2ccc(C(F)(F)F)cc2)C(=NCc2ccccc2)NC1c1ccccc1 (stereo unspecified) | 24.3 | -16.7 | 2.6
CC1(C)OC(=O)C2=C(CC(CCc3ccccc3)OC2c2ccc(Cl)cc2)O1 (stereo unspecified) | 11.4 | 14.8 | 0.9
O=C(c1ccco1)N1CCN(C(=O)c2ccco2)CC1 | -7.5 | -4.2 | -0.1
COc1ccccc1CCn1cnc(-c2cccc(Br)c2)c1C(C)C | 25.3 | 9.1 | 0.3
O=C1c2ccccc2C(c2nc3ccccc3[nH]2)N1c1ccccc1 (stereo unspecified) | 16.0 | 5.7 | 0.2
COC(=O)/C=C1\OC(C)c2ccccc21 (stereo unspecified) | 10.5 | 2.2 | 0.0
C[C@H](CO)N1C[C@H](C)[C@@H](CN(C)Cc2ccc(C(=O)O)cc2)OCCCC[C@H](C)Oc2ccc(NC(=O)CCC(F)(F)F)cc2C1=O | 9.4 | -4.3 | 0.5&-0.3
CC1OC(COCc2ccccc2)Cc2[nH][nH]c(=O)c21 (stereo unspecified) | 18.9 | 5.9 | -0.7
COC(=O)c1cc2c(c3c4ccccc4n(S(=O)(=O)c4ccccc4)c13)C(=O)N(Cc1ccc(C(F)(F)F)cc1)C2 | 2.4 | 2.6 | -0.7
O=C1NC[C@H](Cc2ccc(O)cc2)N(C[C@@H]2CCCN2C[C@H](Cc2ccccc2)N2C[C@H](Cc3ccc(O)cc3)N(CC3CCCCCC3)C(=O)C2=O)C1=O | 12.7 | 9.6 | 1.0
CC(C)NC(=O)C1(C)CN(S(C)(=O)=O)CC(=O)N1CCc1ccccc1F (stereo unspecified) | -1.0 | -8.8 | 1.2
Cc1ccc(S(=O)(=O)N2C[C@H]3C(=O)C[C@@H](c4ccccc4)N(S(=O)(=O)c4cccc(C)c4)[C@H]3C[C@H]2c2ccccc2)cc1 | 6.6 | 0.7 | 1.1
COC(=O)C1=CN(c2ccc(Oc3ccccc3)cc2)C(N)=C(C#N)C1c1ccccc1 (stereo unspecified) | 10.9 | -4.1 | -0.3
CC(C)C[C@H]1COc2cc(N3CC[C@H](O)C3)ccc2S(=O)(=O)N1 | 11.1 | -1.0 | 1.3
CCCCCCCCN1C(=O)[C@H](CC(=O)NCC23CC4CC(CC(C4)C2)C3)C[C@@]2(C(=O)OC)CC(C)(C)CC=C12 | 17.9 | 7.2 | 1.5
O=C(NCCN1CCC(n2c(=O)[nH]c3ccccc32)CC1)c1ccc(C(F)(F)F)cc1C(F)(F)F | 3.8 | 3.5 | 9.2
COc1cccc(CNS(=O)(=O)c2cc(Br)ccc2Br)c1OC | 8.1 | -0.3 | 0.9
CCCc1c(-c2cccc(Br)c2)ncn1Cc1ccccc1OC | 9.3 | 8.6 | 2.5
CC(C)(C)NC(=O)C(c1cc2ccccc2o1)n1c(=O)c(-c2ccccc2)nc2ccccc21 (stereo unspecified) | 0.3 | -2.9 | 0.6
COC(=O)C1C(=O)N(S(=O)(=O)c2ccc([N+](=O)[O-])cc2)c2ccccc21 (stereo unspecified) | 0.2 | -8.5 | 1.6
CN(C)CC(=O)N[C@@H]1C[C@@H]2O[C@@H](CO)CC[C@@H]2O[C@@H]1CCc1ccc(C2=CCCCC2)cc1 | 0.1 | 0.2 | 1.2
CCNC(=O)c1cc2c(c(-c3cccc(-c4ccccc4F)c3)n1)[C@@H](CCO)N(C(=O)CC1CC1)C2 | -2.3 | -2.4 | -0.6&-2.4
CCCc1nc2ccc(C)cn2c1Cc1ccc(C)cc1 | -1.1 | 8.1 | -1.3
(listing goes on)
SMILES | CCHFV vOTU inh | PrPC surface inh | TcdB inh
OCC1OC(n2cnc3ncccc32)C(O)C1O (stereo unspecified) | -2.6 | -2.2 | -0.9
CCC1(C)CC(C#N)(C#N)C(=O)NC1=O (stereo unspecified) | 1.5 | -3.6 | -0.4
COC(=O)N1C[C@H](OCc2cn(-c3cc(Cl)cc(Cl)c3)nn2)[C@H](OCc2cn(-c3cc(Cl)cc(Cl)c3)nn2)C[C@@H]1c1ccccc1Br | -3.3 | 1.1 | 2.0
COC(=O)c1cccc(N2C(=O)C[C@](Sc3ccc(C)cc3)(C(=O)OC)[C@H]2c2ccccc2)c1 | 9.3 | 1.7 | -1.5
Cc1ccc(Cc2c(-c3ccco3)nc3c4ccccc4ccn23)cc1 | 1.5 | 9.1 | 0.8
CCCCn1nnnc1C1(C)CCC(=O)N1CCCN1CCOCC1 (stereo unspecified) | -5.0 | -1.7 | -0.2
CC(C)C[C@H]1CN(CCCC[C@H]2CNC(=O)C(=O)N2CC2CCCCC2)C(=O)C(=O)N1CC1CCCCC1 | 12.7 | 6.0 | 0.8
O=C(C(=Cc1ccccc1)c1ccccc1)c1ccccc1 | 0.9 | 1.6 | 2.3
Nc1ncnc2c1ncn2[C@@H]1O[C@H](C(=O)NS(=O)(=O)c2ccccc2[N+](=O)[O-])[C@@H](O)[C@H]1O | 11.0 | -6.6 | 1.2
COc1ccc(Cc2c(C(C)(C)C)nc3ccc(Br)cn23)c(C)c1 | 3.5 | 10.6 | 2.6
CN1C[C@H](O)[C@H]2C[C@@H]1c1ccccc1O2 | -5.0 | -2.4 | 0.8
NC(=O)c1ncn([C@@H]2O[C@H](C(=O)N[C@H](Cc3c[nH]c4ccccc34)C(=O)N3CCN(CC(=O)N4CCCC4)CC3)[C@@H](O)[C@H]2O)n1 | -13.0 | -1.2 | 1.7
Cc1ccc(N2CCN(C(CCc3ccccc3)C(=O)Nc3c(C)cccc3C)CC2)cc1 (stereo unspecified) | 5.7 | -9.4 | 0.9
O=C1c2ccccc2C(c2nnnn2Cc2ccccc2)N1CCc1c[nH]c2ccccc12 (stereo unspecified) | 4.5 | 0.1 | 1.8
COc1ccc(Cc2c(-c3ccc(Cl)cc3)nc3cc(C)c(Br)c(C)n23)c(C)c1 | 10.6 | 4.2 | -0.2
O=C(NCc1ccncc1)[C@@H]1CCCN1C(=O)[C@H]1CCCN1C(=O)c1cccc2ccccc12 | -1.4 | -2.3 | -1.9
CC(=O)C1=C(C)N(Cc2ccc(F)cc2)C(=S)NC1c1ccc(Cl)cc1 (stereo unspecified) | 8.7 | 7.6 | 0.7
COC(=O)[C@]12CCCCC=C1N(Cc1cccc3ccccc13)C(=O)[C@H](CC(=O)NCc1ccc(OC)c(OC)c1)C2 | 9.2 | -1.0 | 1.5
O=C(N[C@H](Cc1ccccc1)C(=O)NCC1CCCO1)[C@H]1O[C@@H](n2ccc(=O)[nH]c2=O)[C@H](O)[C@@H]1O (stereo partly specified) | 6.0 | 5.4 | -7.1
CC(C)c1cc(Cn2c3ccccc3c(=O)n2C(C)Cn2cc(-c3ccccc3)nn2)on1 (stereo unspecified) | -9.1 | -1.6 | 0.3
C(=C\c1ccccc1)/CN1CCN(C(c2cccs2)c2nnnn2-c2ccc3c(c2)OCCO3)CC1 (stereo unspecified) | 0.4 | 3.8 | 1.2
O=C1NC[C@H](Cc2ccc(O)cc2)N(C[C@H]2CCCN2C[C@H](Cc2ccc(O)cc2)N2C[C@H](Cc3ccc(O)cc3)N(CCc3ccccc3)C(=O)C2=O)C1=O | 5.5 | -0.9 | 1.6
CCCCN1CC(COCc2ccccc2)Oc2cccc(Sc3ccc(OC)c(OC)c3)c2S1(=O)=O (stereo unspecified) | 10.2 | 9.9 | -3.6
CC(C)(C)c1ccc2cc(F)cc(F)c2n1 | 5.7 | 0.1 | 1.5
CC(=O)C(=Cc1cccc(C#N)c1)C(=O)c1ccccc1 | -9.7 | -5.9 | 2.1
The results go on:
SMILES | CCHFV vOTU inh | PrPC surface inh | TcdB inh
COc1cccc(-c2nc3nc(C)cc(C)n3c2NC2CCCC2)c1 | 6.1 | -5.1 | 0.7
CN1CCN(C2CN(Cc3cn(Cc4cccc(Cl)c4)nn3)S(=O)(=O)C2)CC1 (stereo unspecified) | 11.2 | -5.0 | -0.4
CC1=C(C(=O)N(C(C)C)C(C)C)CC(CC(=O)NCCc2ccccn2)C(=O)N1Cc1ccc(C(C)(C)C)cc1 (stereo unspecified) | 4.8 | 7.5 | 2.2
CSCCC(c1nc2ccccc2[nH]1)n1c(=O)c(-c2ccco2)nc2ccccc21 (stereo unspecified) | 3.3 | -2.6 | 0.4
CN(C)c1ccc(CNC(=O)/C=C/[C@H]2O[C@@H](n3ccc(=O)[nH]c3=O)[C@H](O)[C@@H]2O)cc1 | -4.7 | 2.8 | -16.1
O=c1c(-c2ccco2)nc2ccccc2n1C(CCc1ccccc1)c1nc2ccccc2[nH]1 (stereo unspecified) | 11.0 | 11.6 | 1.6
